pCIP destab: p/CIP-EGFP fusion destabilizers, primary screen, fluorescence, F442A cells; hit rate 0.01% among 290,000; 16 h; decrease of EGFP signal, % at 10 µM;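 active = EGFP signal decrease of at least 30% at 10 µM or well 3 SD below plate mean, unless failing retest; inactive = the rest, including hits failing retest or dose response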; also: some compounds called inactive have numbers as strong as hits; many of its hits are not listed in these tables
VIM-2 inhibitor: VIM-2 metallo-beta-lactamase inhibitors, primary screen, biochemical, epi-absorbance readout, Pseudomonas aeruginosa enzyme; hit rate 0.89% among 290,000; inhibition, % at 5.6 µM; purified VIM-2, nitrocefin hydrolysis, epi-absorbance fluorescence;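 active = inhibition above the mean of all tested compounds plus 3 SD, cutoff set per screening run, cut at about 7.5% in these data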;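 also: red hydrolysis product quenches plate fluorescence so inhibitors raise well fluorescence; 0% = enzyme with DMSO and 100% = DMSO without enzyme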
PHOSPHO1 block: PubChem AID 1565 | Phosphoethanolamine/phosphocholine phosphatase (Homo sapiens), Q8TCT1 | recombinant PHOSPHO1, absorbance phosphatase assay | hit rate 1.1% among 290,000 | inhibition, % at 13.3 µM; in the data active = inhibition above about 60%
HCV NS3 hel inh: inhibitors of HCV NS3 helicase, primary screen, biochemical, Cy5 molecular beacon fluorescence. NS3 helicase DNA unwinding. hit rate 0.56% among 290,000. Hepatitis C virus NS3 helicase. AID 1800, 2009. inhibition, % at 10.9 µM;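 active = inhibition above the mean of all tested compounds plus 3 SD, set per campaign, cut at about 35% in these data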;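 also: 0% = DMSO wells and 100% = thioflavine S control wells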
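System: NS3 helicase fragment of HCV / Schedule: 1 h at 25 °C / Control set: DMSO alone as 0% and 110 µM thioflavine S as 100% / Reagent: Cy5/quencher beacon DNA duplex and ATP to start / Technique: Cy5 fluorescence / Replication: singlicate / Evaluation: % inhibition of end-to-start signal ratio versus controls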
UBC9 SUMO inh: inhibitors of in vitro SUMOylation cascade, primary screen, biochemical, HTRF, uHTS; inhibition, % at 35 µM; HTRF SUMOylation assay, SAE1/SAE2 + UBC9; hit rate 0.36% among 290,000; AID 2006, 2009; in the data active = inhibition above about 50%, passing the limit was not always enough; also: strong numbers were not always called active
IMP-1 inhibitor: IMP-1 metallo-beta-lactamase inhibitors, primary screen, biochemical, epi-absorbance readout, Pseudomonas aeruginosa enzyme; metallo-beta-lactamase IMP-1 (Pseudomonas aeruginosa); purified IMP-1, nitrocefin hydrolysis, epi-absorbance fluorescence; inhibition, % at 5.6 µM; hit rate 0.45% among 290,000; AID 1556, 2009;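 active = inhibition above the mean plus 3 SD of all compounds in the same screening run, cut at about 4.5% in these data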;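 also: 0% = IMP-1 with DMSO and 100% = DMSO wells lacking enzyme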
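System: purified IMP-1; amount: IMP-1 0.2 nM before substrate addition; compound: single dose, 5.6 µM; times: 25 °C, 15 min preincubation, 25 min reaction; signal: Epi-absorbance via hydrolysed-nitrocefin quenching of white-plate fluorescence, 480/530 nm, EDTA stop; benchmarks: DMSO with and without IMP-1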
MEKK3 PB1 HTS: modulators of MEKK3-MEK5 PB1 binding, primary screen, biochemical, wildtype MEKK3, multiplex bead flow cytometry, Alexa488-MEK5. Mitogen-activated protein kinase kinase kinase 3 (Homo sapiens), Q99759. bead-based flow cytometry, Alexa488-MEK5 binding to MEKK3; actives lie on both sides; 0 = blocked by unlabeled MEK5, 100 = vehicle. binding response (% of control), % at 10 µM. hit rate 1.4% among 290,000;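 active = binding response more than 3 SD above or below the average of its plate-row segment, actives on both sides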;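 also: Alexa488 bead fluorescence after subtracting the streptavidin-only scavenger bead signal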
DNA FID counter: compounds displacing fluorescent DNA intercalator, primary screen, artefact control for HCV NS3 helicase inhibitor project, biochemical, FID fluorescence; DNA fluorescent intercalator displacement; inhibition, % at 7.9 µM; hit rate 0.17% among 290,000; AID 1845, 2009; in the data active = inhibition above about 37%;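 also: 0% = vehicle and 100% = reference compound; higher means more ethidium bromide displaced from hairpin DNA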
IDE cell activ: human IDE activators in live cells, primary screen, fluorescence polarization, HEK cells, FAbeta-B substrate. Insulin-degrading enzyme (Homo sapiens), P14735. FAbeta-B cleavage; 0% vehicle, 100% cell-free pure enzyme wells. activation, % at 5.96 µM. hit rate 0.073% among 340,000. AID 493087, 2011;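 active = activation above the mean of all tested compounds plus 3 SD, set per screening campaign, cut at about 17% in these data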
Target sequence (P14735 whole entry, looked up): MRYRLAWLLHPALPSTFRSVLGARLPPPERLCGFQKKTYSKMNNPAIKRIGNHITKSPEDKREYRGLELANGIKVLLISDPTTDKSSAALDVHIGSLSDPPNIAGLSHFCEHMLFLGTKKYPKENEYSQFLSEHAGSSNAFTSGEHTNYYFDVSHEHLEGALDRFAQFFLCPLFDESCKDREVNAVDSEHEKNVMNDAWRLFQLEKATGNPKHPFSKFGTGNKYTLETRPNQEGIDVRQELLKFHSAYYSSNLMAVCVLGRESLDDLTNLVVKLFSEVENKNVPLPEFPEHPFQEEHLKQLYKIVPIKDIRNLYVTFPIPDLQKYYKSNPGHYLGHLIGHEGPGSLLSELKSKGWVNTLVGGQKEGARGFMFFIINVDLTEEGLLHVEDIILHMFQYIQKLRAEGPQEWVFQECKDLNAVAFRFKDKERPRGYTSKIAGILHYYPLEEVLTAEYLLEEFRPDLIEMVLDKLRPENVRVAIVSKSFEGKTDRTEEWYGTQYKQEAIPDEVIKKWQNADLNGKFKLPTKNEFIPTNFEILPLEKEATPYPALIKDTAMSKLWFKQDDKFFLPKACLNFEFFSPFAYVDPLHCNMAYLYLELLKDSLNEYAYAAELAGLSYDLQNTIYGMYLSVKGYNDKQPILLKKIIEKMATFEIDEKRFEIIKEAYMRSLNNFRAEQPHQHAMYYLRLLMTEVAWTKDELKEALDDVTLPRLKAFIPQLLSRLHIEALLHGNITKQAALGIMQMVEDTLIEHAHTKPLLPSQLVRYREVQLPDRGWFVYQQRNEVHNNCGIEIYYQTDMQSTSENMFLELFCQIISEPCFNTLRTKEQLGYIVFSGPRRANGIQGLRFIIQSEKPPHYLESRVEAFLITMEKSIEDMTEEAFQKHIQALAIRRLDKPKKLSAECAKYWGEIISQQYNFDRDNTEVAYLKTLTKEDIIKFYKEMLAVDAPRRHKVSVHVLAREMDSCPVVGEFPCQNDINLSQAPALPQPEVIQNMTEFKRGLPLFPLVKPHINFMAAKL
Numbers without * were called inactive; x = no result given; [ ] = another dose, or the depositor's remark.

Molecule	pCIP destab	VIM-2 inhibitor	PHOSPHO1 block	HCV NS3 hel inh	UBC9 SUMO inh	IMP-1 inhibitor	MEKK3 PB1 HTS	DNA FID counter	IDE cell activ
Cc1ccccc1CNC(=O)/C=C\C(=O)O	-8	-2.3	-9	0	-6	-2.7	108	-7	7
CCOc1cc(C2C3=C(CCCC3=O)Nc3ccc4ncccc4c32)ccc1O (stereo not given)	9	-2.0	-27	-7	6	-1.4	112	2	1
CCCN1CCC(=NNC(=O)CSc2cc(C)c(Br)cc2C)CC1	-4	-7.4	-4	-13	-20	-4.9	136*	-2	0
COc1ccc(N(C)C(=O)c2cc3c(Cl)nc4ccccc4c3s2)cc1	-18	-2.4	3	5	12	-4.8	99	4	-2
Cc1ccc(-c2ccc(/C=N\NC(=O)c3cc4c(ccc5ccccc54)o3)o2)cc1[N+](=O)[O-]	-7	-3.4	28	20	22	-3.0	x	-7	2
C/C(=N\NC(=S)NCc1ccccc1)c1ccco1	0	-3.6	38	-6	14	-2.0	101	-6	0
O=C(c1cccs1)N1CCN(Cc2ccccc2)CC1	0	-0.4	-10	5	12	-1.9	96	-6	6
COc1cc(C(c2oc(CO)cc(=O)c2O)c2oc(CO)cc(=O)c2O)cc(OC)c1OC	-2	-0.7	20	8	16	-2.8	94	-5	3
O=C(CC1SCCNC1=O)Nc1cccc(Cl)c1 (stereo not given)	-10	-2.2	-14	-7	7	-3.1	104	0	1
Cc1c(O)cc2n(c1=O)-c1ccccc1C2(C)C	-10	3.3	1	10	24	1.9	76	-6	2
COCC1CCN(C(=O)c2ccc(OC3CCN(Cc4ccccn4)CC3)cc2)C1 (stereo not given)	-13	-0.7	18	3	25	-1.1	101	-10	3
NC(=O)c1cc(S(=O)(=O)NC2CCCCC2)co1	7	-0.4	4	2	0	-1.4	102	-2	-2
Cc1nnc2c(N3CCN(CCO)CC3)nc3ccccc3n12	-10	13*	-3	-1	13	-2.8	95	7	1
CC(C)NC(=O)c1ccc(CN2CCC(Cc3ccccc3)CC2)cc1	2	2.1	x	3	-3	0.9	98	11	-1
O=C(OCC#CCSc1nnc(-c2cccc3ccccc23)o1)c1cccs1	6	-0.8	32	2	3	-2.0	103	-2	7
CC(C)CN(C(=O)c1cccc(S(=O)(=O)N2CCCCC2)c1)C1CCS(=O)(=O)C1 (stereo not given)	-12	2.6	32	12	0	1.4	93	-41	-8
Cc1cc(C)nc(NC2=NCC(=O)N2c2cccc(Cl)c2)n1	6	-2.2	4	-3	14	-5.0	106	-7	1
COC(=O)c1cc(OC)c(OC)cc1NC(=O)Cn1nnc(-c2ccccc2Cl)n1	2	-0.3	-4	0	-12	-0.7	75	2	6
Cc1c(NC(=O)C(C)Sc2n[nH]c(N)n2)c(=O)n(-c2ccccc2)n1C (stereo not given)	-6	-2.4	15	-8	-4	-1.2	102	-2	5
Cc1nc2ccccc2c(=O)n1NC(=O)c1ccccc1Cl	1	-1.4	34	5	-3	-3.0	105	0	-5
CC(CC(F)(F)F)N1CCC(n2nccc2NC(=O)CCOc2ccccc2)CC1 (stereo not given)	-4	-1.4	29	-4	7	-4.1	103	-11	-1
COc1ccc(N(C(=O)c2snc(C(N)=O)c2N)C(C(=O)NCc2ccc(F)cc2)c2ccc(C)o2)c(OC)c1 (stereo not given)	-3	-0.9	26	-13	8	-2.6	102	-29	1
CSc1ccc(C(=O)C2CCCN(C(=O)Cn3cnnn3)C2)cc1 (stereo not given)	1	-2.5	29	-2	6	-0.4	101	-8	3
O=C(N(c1ccccn1)c1ccccn1)C12CC3CC(CC(Cl)(C3)C1)C2	-6	-4.8	36	1	0	-4.0	101	-28	4
COCCCNC(=O)CCc1ccccc1	-10	-0.7	37	-2	7	-0.8	85	-1	3
COc1cccc(C(NC(=O)c2ccccc2F)NC(=O)c2ccccc2F)c1	-15	0.1	16	-5	13	-0.5	100	-12	2
c1ccc(Cn2ncc3c(N4CCN(C(c5ccccc5)c5ccccc5)CC4)ncnc32)cc1	-1	-0.3	18	14	-14	-1.6	104	-13	-4
Cc1cccc(C(=O)OCC(=O)Nc2nccs2)c1	4	0.4	37	2	1	-0.1	105	1	4
O=C(COc1ccc(Cl)cc1)NCCc1ccccn1	0	-1.7	-20	-22	18	-1.2	95	-3	5
Cc1nn(C)cc1C(=O)Nc1c(C)nn(Cc2ccccc2Cl)c1C	7	-7.2	2	0	7	-1.6	89	-13	4

Rewritten with two lines to a compound: part of the list above
Screens in order – pCIP destab	VIM-2 inhibitor	PHOSPHO1 block	HCV NS3 hel inh	UBC9 SUMO inh	IMP-1 inhibitor	MEKK3 PB1 HTS	DNA FID counter	IDE cell activ
- Cc1nc2ccccc2c(=O)n1NC(=O)c1ccccc1Cl
  1	-1.4	34	5	-3	-3.0	105	0	-5
- O=C(COc1ccc(Cl)cc1)NCCc1ccccn1
  0	-1.7	-20	-22	18	-1.2	95	-3	5
- Cc1cccc(C(=O)OCC(=O)Nc2nccs2)c1
  4	0.4	37	2	1	-0.1	105	1	4

Carrying on:
Molecule	pCIP destab	VIM-2 inhibitor	PHOSPHO1 block	HCV NS3 hel inh	UBC9 SUMO inh	IMP-1 inhibitor	MEKK3 PB1 HTS	DNA FID counter	IDE cell activ
Cc1ncsc1CCOC(=O)c1ccc([N+](=O)[O-])cc1	-9	-0.4	8	-3	1	-2.8	97	1	2
O=C(CNc1cccc2ccccc12)N/N=C/c1ccc([N+](=O)[O-])cc1	-11	-3.9	3	-7	71	-2.7	100	10	6
COc1cccc(NC(=S)NCc2ccncc2)c1	-9	-0.9	1	2	-16	-4.0	105	-2	2
COc1ccc(N(C(=O)c2cc3ccccc3oc2=O)C2C=CS(=O)(=O)C2)c(OC)c1 (stereo not given)	9	-1.9	-12	-1	-11	-3.0	105	-7	3
Cc1ccc(/C(N)=N/OC(=O)CCC2CCCCC2)cc1	-14	-2.5	15	-4	-5	-1.8	102	4	9
O=C(CN1CCN(C(=O)C2CCCO2)CC1)Nc1ccc(Cl)c(Cl)c1 (stereo not given)	0	-1.5	x	-6	-2	-2.6	98	-15	0
Cc1ccc(S(=O)(=O)c2c(C(=O)c3ccccc3)cnc3cc4c(cc23)OCCO4)cc1	-4	1.4	4	12	-14	-1.6	102	7	1
CC(C)(C)C1CCC2(CC1)C(Nc1cccc(C(F)(F)F)c1)=NC(=S)N2CC#N (stereo not given)	-8	-1.5	2	0	-6	-2.1	2.0*[inhibitor]	2	0
CCn1ccnc1CNC(=O)CC1C(=O)NCCN1CC(c1ccccc1)c1ccccc1 (stereo not given)	-2	-4.7	41	2	-4	-5.1	102	-1	2
COc1ccc(CN2CCC(C(=O)N3CCN(c4ccccc4F)CC3)CC2)cc1OC	1	-1.2	-6	4	20	-2.9	113	13	-2
COc1cc(/C=N/Nc2ncnc3sc4c(c23)CCC4)ccc1O	-2	10*	-15	-13	-17	-1.3	83	-9	5
Cc1ccc(C2(c3noc(CN4CCC(C(=O)N5CCOCC5)CC4)n3)CCCC2)cc1	-7	-3.4	29	7	6	-1.8	102	-11	2
Cc1oc2c(c(C)cc3oc(=O)c(CC(=O)NCCCN4CCCC4=O)c(C)c32)c1C	0	4.5	13	-2	41	-4.8	98	-33	5
COc1ccc(CNC(=O)c2ccc3oc(C(C)C)nc3c2)cc1	-2	1.6	8	0	-17	-0.9	99	-26	4
O=C(CN1CCC(NC(=O)c2cccc(F)c2)CC1)Nc1ccc(Br)cc1	-6	0.3	24	-19	4	-0.2	111	1	-1

Next part (four carried over from the part before).
Molecule	pCIP destab	VIM-2 inhibitor	PHOSPHO1 block	HCV NS3 hel inh	UBC9 SUMO inh	IMP-1 inhibitor	MEKK3 PB1 HTS	DNA FID counter	IDE cell activ
Cc1ccc(C2(c3noc(CN4CCC(C(=O)N5CCOCC5)CC4)n3)CCCC2)cc1	-7	-3.4	29	7	6	-1.8	102	-11	2
Cc1oc2c(c(C)cc3oc(=O)c(CC(=O)NCCCN4CCCC4=O)c(C)c32)c1C	0	4.5	13	-2	41	-4.8	98	-33	5
COc1ccc(CNC(=O)c2ccc3oc(C(C)C)nc3c2)cc1	-2	1.6	8	0	-17	-0.9	99	-26	4
O=C(CN1CCC(NC(=O)c2cccc(F)c2)CC1)Nc1ccc(Br)cc1	-6	0.3	24	-19	4	-0.2	111	1	-1
CCc1ccc(N2CC(C(=O)NCCC3=CCCCC3)CC2=O)cc1 (stereo not given)	9	-0.3	9	-5	-18	-2.6	98	-35	5
COc1cc2c(cc1OC)CN(C(=O)c1ccc3[nH]c(C)c(C)c3c1)CC2	2	4.7	8	-20	-6	-2.8	104	-29	6
COc1ccc(/C=C2\CCC(C3CCCC3)C2=O)cc1Cn1nc(C)cc1C (stereo not given)	-7	-0.1	-24	-14	-4	-0.1	94	-4	6
O=C1CNC(=S)N1CCc1ccccc1Cl	-10	-0.6	13	-3	4	-4.0	105	-2	3
COC(=O)c1cc(S(=O)(=O)NCCCN2CCCC2=O)cn1C	-14	0.3	22	-8	33	-1.6	105	-6	4
CCC1CCC(C(=O)NC(CCSC)C(=O)NCCc2ccc(S(N)(=O)=O)cc2)CC1 (stereo not given)	-8	-0.7	31	1	11	-0.3	103	-27	2
COC(=O)c1cn(NC(=O)c2cccnc2)c(=O)c2ccccc12	-8	-2.6	40	-3	-10	-4.3	100	-1	3

Assay outcomes: PubChem BioAssay, several laboratories

Only part of the results is shown. The share of hits here may be higher or lower than overall.
